Compound activity: PubChem BioAssay, several laboratories
Furin inh: blocks human furin protease activity; P09958; purified furin, fluorogenic substrate cleavage; inhibition, % at 30 µM; hit rate 0.061% among 220,000; AID 463115; in the data active = inhibition above about 25%; note: inactives centre near -15
FXIIa inh 1536: inhibitors of human coagulation factor XIIa; P00748; purified FXIIa, Boc-QGR-AMC fluorogenic substrate, 2 h; inhibition, % at 5 µM; hit rate 0.3% among 220,000; in the data active = inhibition above about 40%;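 note: 0% = enzyme with no compound and 100% = blank without enzyme; many of its hits are not listed in these tables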
Rad51 HR inh: blocks human Rad51 in homologous recombination; Q06609; hRad51 DNA strand exchange, fluorescence dequenching; inhibition, % at 10 µM; hit rate 0.085% among 200,000;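 active = inhibition above 40% at the single screening dose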;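 note: 0% = DMSO control wells and 100% = blanks with heterologous ssDNA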
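Material: Human Rad51 nucleoprotein filaments preassembled on unlabelled ssDNA | Also added: Labelled 47-mer dsDNA for strand exchange | Dosing: Single dose, 10 µM final compound | Schedule: 30-min compound preincubation and 15-min exchange, both room temperature | Technique: Fluorescence dequenching at 485/520 nm | Measure: Percent inhibition relative to plate controls and blanks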
Thrombin inh: blocks human thrombin protease activity; P00734; alpha-thrombin, Boc-VPR-AMC fluorogenic substrate cleavage; inhibition, % at 5 µM; hit rate 0.26% among 220,000; AID 1046;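 active = inhibition at or above 40%; inactive = inhibition below 40%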;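 note: 0% = enzyme with no compound and 100% = wells without enzyme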
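System – human alpha-thrombin · Medium – pH 7.5 Tris (50 mM) with NaCl 150 mM, Tween 20 0.05% · Compound – single-point dosing at 5 µM, 0.2% DMSO · Incubation – enzyme reaction carried out at room temperature · Technique – fluorescence of released AMC, ex 355 nm, em 460 nm · Read-out basis – % inhibition of thrombin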
KCC2 mod: modulates chloride dependent transport by human KCC2; KCC2 cells, thallium flux FluoZin-2 fluorescence; hit rate 2.2% among 190,000; B-score of Tl+ flux slope (higher = more flux/activation; lower = inhibition) at 10 µM; AID 1456; Q9H2X9;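 active = thallium flux slope and its plate-corrected score both differing from the plate sample mean at a set confidence after two filtering rounds, in either direction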;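 note: slope of fluorescence scaled to starting intensity during 10 to 20 s after thallium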
Target sequence (Q9H2X9 whole entry, looked up): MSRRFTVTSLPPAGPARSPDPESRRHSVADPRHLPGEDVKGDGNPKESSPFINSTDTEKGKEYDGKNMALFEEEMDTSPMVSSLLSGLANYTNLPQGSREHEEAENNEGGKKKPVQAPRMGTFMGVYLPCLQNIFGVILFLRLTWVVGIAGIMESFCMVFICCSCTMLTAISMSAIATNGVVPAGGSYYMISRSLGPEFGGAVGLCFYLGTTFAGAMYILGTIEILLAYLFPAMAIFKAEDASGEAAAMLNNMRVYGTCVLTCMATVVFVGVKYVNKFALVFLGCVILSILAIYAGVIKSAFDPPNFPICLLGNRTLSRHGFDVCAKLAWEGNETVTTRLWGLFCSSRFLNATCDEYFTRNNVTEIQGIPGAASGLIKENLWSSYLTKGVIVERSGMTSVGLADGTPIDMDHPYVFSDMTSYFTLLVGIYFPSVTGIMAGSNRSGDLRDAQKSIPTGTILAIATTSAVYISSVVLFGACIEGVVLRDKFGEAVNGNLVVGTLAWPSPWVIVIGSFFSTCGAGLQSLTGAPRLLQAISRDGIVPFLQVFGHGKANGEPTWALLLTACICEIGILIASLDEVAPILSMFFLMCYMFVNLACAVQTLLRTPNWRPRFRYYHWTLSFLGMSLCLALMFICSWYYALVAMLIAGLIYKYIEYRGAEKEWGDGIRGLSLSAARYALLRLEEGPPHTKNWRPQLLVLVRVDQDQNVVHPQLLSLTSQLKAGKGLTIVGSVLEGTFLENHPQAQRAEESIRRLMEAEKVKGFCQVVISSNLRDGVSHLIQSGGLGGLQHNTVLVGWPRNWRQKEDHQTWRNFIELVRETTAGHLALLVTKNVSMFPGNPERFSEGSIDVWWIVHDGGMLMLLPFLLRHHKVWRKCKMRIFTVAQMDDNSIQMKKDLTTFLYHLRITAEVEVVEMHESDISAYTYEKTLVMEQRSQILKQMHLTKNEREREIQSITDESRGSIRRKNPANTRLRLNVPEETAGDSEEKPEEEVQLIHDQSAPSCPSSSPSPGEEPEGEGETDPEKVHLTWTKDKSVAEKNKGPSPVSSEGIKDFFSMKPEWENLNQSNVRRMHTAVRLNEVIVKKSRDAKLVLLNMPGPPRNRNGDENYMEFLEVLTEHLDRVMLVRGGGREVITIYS
Calpain2 inh: inhibitors of pig calpain II. purified calpain II, fluorogenic peptide substrate, 30 min. inhibition, % at 16 µM. hit rate 0.37% among 220,000;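 active = inhibition above about 50%, limit read from the data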
FXIa inh: factor XIa (human) inhibition | inhibition, % at 5 µM | purified FXIa, Boc-Glu-Ala-Arg-AMC fluorogenic substrate | AID 798 | hit rate 0.14% among 220,000 | P03951;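 active = inhibition of at least 40%; inactive = inhibition below 40%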;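 note: fluorescence of freed AMC excited at 355 nm; 0% = enzyme without compound and 100% = no enzyme blank; many of its hits are not listed in these tables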
PERK inh: human PERK inhibition, primary cell-based screen; inhibition, % at 5.6 µM; CHO PERK-DD fusion, SEAP luminescence translation reporter; hit rate 0.17% among 220,000; Q9NZJ5;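 active = inhibition above the mean inhibition of all tested compounds plus 3 SD, set separately per screening campaign, cut at about 2.9% in these data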;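 note: PERK kinase domain activated by AP20187 dimerizer at 100 nM; 0% = DMSO with dimerizer and 100% = rapamycin at 8.4 µM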
hK5 inh: inhibitors of human kallikrein 5. recombinant hK5, fluorogenic AMC substrate cleavage. Q9Y337. inhibition, % at 5 µM. AID 873. hit rate 0.59% among 210,000;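 active = inhibition of 40% or more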;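 note: 0% = enzyme controls without compound and 100% = no-enzyme blanks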
Starred values were filed as active, the others as inactive; x = not tested or not shown; [ ] = remark or other dose.

No.	structure	Calpain2 inh	FXIIa inh 1536	hK5 inh	Thrombin inh	Rad51 HR inh	KCC2 mod	Furin inh	FXIa inh	PERK inh
1	CCc1nc2ccccc2[nH]1	-8	14	0	1	4	-0.01	-13[20 µM]	0	1.5
2	COc1ccc(C=O)cc1Cn1ccnc1C	-29	8	1	-8	10	0.0046	-20	-2	1.8
3	C(=N\c1nccs1)/Nc1nccs1	7	7	-23	-4	6	-0.25	-7	-2	2.3
4	c1cc(-c2sc(-c3ccncc3)c(-c3ccncc3)c2-c2ccncc2)ccn1	-32	15	4	5	-23	-1.4	-61	5	1.4
5	Cc1oc(CN2CCOCC2)cc1C(=O)O	-40	3	-5	-4	16	0.21	-25	-3	1.4
6	Cc1cccc(NC(=S)N2CCn3cccc3C2c2cccnc2)c1 (centres undefined)	-27	14	0	-1	1	-0.49	-15	7	0.6
7	COc1ccc(CCNS(=O)(=O)c2ccc3c(c2)oc(=O)n3C)cc1OC	-12	6	-3	-1	4	-0.051	-31	-1	0.9
8	COc1ccc(NC(=O)c2cc(C)on2)cc1OC	9	-13	-13	-5	-8	0.018	-17[20 µM]	-5	-0.6
9	O=C(CCc1ccccc1)NNC(=O)Cc1ccccc1	-13	-3	-3	-12	10	0.11	-20	-4	0.9
10	Cc1cccc2nc(Cn3c(=O)n(CCCC(=O)NCc4ccco4)c(=O)c4ccccc43)cc(=O)n12	-3	13	-8	3	x	-0.85	-22	6	-0.9
11	COc1ccc(/C=C/C(=O)O)cc1S(=O)(=O)N1CCc2ccccc2C1	-13	x	-7	-14	-3	0.87	-18	-6	-0.5
12	CCOC(=O)CC(=O)CSc1nc2c(sc(=S)n2-c2ccc(OCC)cc2)c(=O)[nH]1	7	20	-7	3	x	-2.4	0	18	0.5
13	CC1=CC(C)(C)N2C(=O)C3(C(C#N)=C(N)OC4=C3C(=O)CC(C)(C)C4)c3cc(C)cc1c32 (centres undefined)	14	9	-13	-5	0	x	-19[20 µM]	0	0.3
14	CCNc1nc(Cl)nc(N(NC(C)=O)C(C)C)n1	-4	10	4	5	9	0.64	-23	3	1.0
15	COc1cccc(NC(=O)Nc2nccc(C)n2)c1	-19	6	x	2	x	0.7	-34	1	0.6
16	CCOc1cc(/C=C2\SC(=N)N(c3nccs3)C2=O)ccc1OCCN1CCOCC1	-14	3	-52	-2	x	-2.2	5	1	-3.4
17	Cc1onc(-c2ccccc2)c1CNS(=O)(=O)c1ccc(F)cc1F	-21	4	-4	-6	11	-0.91	-11	-1	0.8
18	COc1ccc(N2C(=O)CSCC2=O)cc1OC	13	12	2	-1	-3	0.35	-20	3	0.2
19	CC1(C)C2CCC1(C)C1(C2)NC(=O)c2ccccc2O1 (centres undefined)	25	7	-8	1	x	0.48	4	0	0.5
20	COC(=O)c1ccc(CSc2nnc(CNC(=O)c3ccc(OC)cc3)o2)o1	-41	12	4	2	-1	-0.083	-8[20 µM]	7	0.5
21	COc1ccc(CCNC(=O)CCCn2c(SCC#N)nc3ccccc3c2=O)cc1OC	-32	17	-11	4	1	0.014	-24	10	0.7
22	NS(=O)(=O)c1ccc(NC(=S)NC2CCCCC2)cc1	33	8	4	-2	2	3.4	-23	1	0.8
23	COc1cc(C(=O)Nc2ccccc2C2COC(=O)C2=N)cc(OC)c1OC (centres undefined)	22	12	-7	-6	13	0.19	2	4	-0.6
24	CC(C)CC(=O)Nc1nnc(CSCc2ccc(F)cc2)s1	-9	7	0	-3	-7	-0.62	-33	13	0.4
25	COCCNC(=O)CN1C(=O)NC2(CCCCCC2)C1=O	3	9	-1	-12	-4	0.89	-2	7	-0.9
26	CC(Sc1nc(N2CCOCC2)c2c(c1C#N)CC(C)(C)OC2)C(=O)Nc1ccccc1 (centres undefined)	-17	-1	2	1	-6	x	-23[20 µM]	2	0.1
27	COc1cccc(NC(=O)CN2CCN(c3nc(-c4cccc(OC)c4)cs3)CC2)c1	13	10	-7	-5	-4	0.61	-15[20 µM]	3	0.1
28	CC1CN(C(=O)Nc2ccc(Br)cc2Cl)CC(C)O1 (centres undefined)	-16	2	-10	-1	9	0.6	-17	-6	0.2
29	CC(=O)[C@@H]1[C@@H](C(=O)c2ccc(F)cc2)[C@]2(C(=O)Nc3ccccc32)[C@H]2C=Cc3cc(F)ccc3N12	-46	4	1	-4	-5	0.015	-18	0	0.1
30	COc1ccc(CC(=O)NNC(=O)CCc2ccccc2)cc1OC	-9	-5	-18	-2	9	-0.036	-13	-7	1.4
31	Cc1cc(C)c(NC(=O)NC2CCCCC2)c(C)c1	-17	11	-8	1	x	0.07	-10	2	0.3
32	CCCn1nnnc1SCC(=O)Nc1nnc(CC)s1	-9	-2	3	-1	-3	0.0016	-14	-3	0.8
33	Cc1cc2cc(CNC(=O)C3CC3)ccc2n1C	9	-7	5	-19	-8	0.48	-23	6	0.5
34	COc1ccc(NC(=O)C2CSC3c4ccccc4C(=O)N23)cc1 (centres undefined)	17	0	2	-2	4	0.7	-11[20 µM]	-5	0.9
35	COCCNC(=O)COC(=O)/C=C/c1cnc2ccccc2n1	-22	1	-20	-2	4	0.05	-7[20 µM]	-6	1.7
36	Cn1c(N)c(C(=O)COC(=O)CCC(=O)c2ccc(F)cc2)c(=O)n(C)c1=O	-1	-2	-5	3	-4	-0.59	-6	2	1.8
37	COc1ccccc1NC(=S)NCC1CCCCC1	13	3	-7	-7	-9	0.46	-19	3	0.3
38	O=c1[nH]c(SCc2ccccc2)nc2c1sc1ccccc12	-14	7	-3	0	5	x	-10	0	0.3
39	CCN(CC)c1nc2ccccc2nc1C(C#N)C(=O)NCCc1ccccc1 (centres undefined)	-91	10	-25	0	-13	-0.52	-17[20 µM]	5	-1.8
40	Cc1ccc(OCC(=O)Nc2cc(-c3nn4c(C)nnc4s3)ccc2C)cc1	-10	11	1	0	x	-0.032	-29	5	1.3
41	CS(=O)(=O)N1CCC(C(=O)Nc2cccc(Cl)c2)CC1	-17	3	-5	-9	-6	-0.36	-25	-4	0.7
42	COc1ccccc1NC(=S)NC1CCC(CC2CCC(NC(=S)Nc3ccccc3OC)CC2)CC1 (centres undefined)	-42	23	-5	-11	2	-0.077	-18	20	0.8
43	O=C(O)C1CCC(=O)N1Cc1ccc(F)cc1 (centres undefined)	-6	0	-22	-10	-7	-0.042	-25[20 µM]	-7	-0.3
44	CCN(Cc1ccccc1)C(=O)c1ccc(Cl)cc1[N+](=O)[O-]	-1	3	-5	-8	x	-0.3	-16	-7	-0.7
45	CN1CCN(c2ccc(CNC(=O)c3ccco3)cc2)CC1	-13	3	-3	0	0	1.1	-14	0	2.1
46	O=C(c1nnc(-c2ccncc2)o1)c1ccccc1Cl	-17	7	-12	-9	-8	0.32	-23	0	1.3
47	CCOC(=O)c1c(-c2ccc(C)cc2)csc1NC(=O)C1CCCO1 (centres undefined)	16	17	-14	-8	8	-1.3	-9	6	0.4
48	COc1ccc2oc(C(=O)OCC(=O)NCCN3C(=O)CSC3=O)c(C)c2c1	-274	3	-9	3	0	0.69	-19	-3	0.1
49	Cc1ccc(/C=C/C2=NN(C)C(=O)CC2)cc1	38	11	10	9	-6	x	5	-1	0.2
50	CS(=O)(=O)N(Cc1ccccc1)c1ccccn1	-18	9	-12	2	0	0.21	-17	2	0.2
51	CC1CN(S(=O)(=O)c2ccc(Cl)c(C(F)(F)F)c2)CC(C)O1 (centres undefined)	15	4	16	-7	8	0.006	-17[20 µM]	-7	-0.2
52	CCOc1ccccc1-c1nc(-c2ccc(C)nc2OC)no1	-7	0	2	-9	-6	-0.12	2	2	-1.3
53	CCOC(=O)c1cc2cc(-c3c(C(=O)OCC)oc4cc(O)cc(O)c4c3=O)ccc2o1	-3	15	13	2	7	-1.4	0	7	-0.8
54	CC(C)(C)C1=Nn2c(nnc2C2CCCCC2)SC1	18	7	5	2	5	0.13	-24[20 µM]	2	0.4
55	CCOC(=O)N1CCN(C(=O)c2ccccc2N(Cc2ccccc2)S(=O)(=O)c2ccc(OC)cc2)CC1	-6	1	x	-1	x	-1.6	-6	-6	0.2
56	Cc1csc2ncnc(NC3CCN(Cc4ccccc4)CC3)c12	6	3	-1	-7	-19	-0.11	-19	2	-1.6
57	CCCC(=O)Nc1ccc(NC(=O)c2ccco2)c(OC)c1	26	-27	1	-2	-2	0.27	-17	-12	-0.1
58	COc1ccc(-n2nnnc2SCC(=O)Nc2cccc(NC(C)=O)c2)cc1OC	-54	11	-22	-8	8	x	-16	2	0.8
59	COc1ccc(CSc2nnc(C)s2)cc1F	-21	7	-16	2	6	2.1	-13	-7	1.0
60	Clc1cccc(N/N=C/c2ccc(N3CCOCC3)cc2)c1	-33	8	4	2	3	-0.83	-9[20 µM]	16	0.3

Next results follow.
No.	structure	Calpain2 inh	FXIIa inh 1536	hK5 inh	Thrombin inh	Rad51 HR inh	KCC2 mod	Furin inh	FXIa inh	PERK inh
61	CCNc1nc(-c2cc(C)n(Cc3ccco3)c2C)cs1	-75	4	-1	-13	-10	0.36	-35	-1	1.1
62	O=C(c1cc2cc(Cl)cc(Cl)c2oc1=O)N1CCOCC1	-21	31	-7	3	-1	0.0037	1[20 µM]	27	0.7
63	CC(C)(C(=O)c1ccccc1)/[N+]([O-])=C/c1ccccc1	x	x	x	x	-7	-0.68	-23[20 µM]	x	0.4
64	Fc1ccc(Oc2nc(-c3ccccn3)nc3ccccc23)cc1	10	13	-6	5	20	-0.99	-8	4	-0.2
65	O=C(Nc1ccc2c(c1)OCCO2)N1CCN(c2ccccc2)CC1	6	-2	0	-4	-2	x	-25[20 µM]	-5	1.9
66	Cc1[nH]nc(SCC(=O)NCc2ccccc2)c1[N+](=O)[O-]	11	8	-10	-7	1	-1.5	-7	7	0.6
67	CN(C(=O)CSc1nc2ccc(Br)cc2c(=O)n1Cc1ccco1)C1CCS(=O)(=O)C1 (centres undefined)	-25	2	0	-9	x	5	-22	0	0.9
68	COc1ccc(OC)c(S(=O)(=O)n2nc(C)cc2C)c1	-21	10	-4	1	-6	x	-17[20 µM]	5	-1.0
69	N#CCc1nc(-c2cc3ccccc3oc2=O)cs1	-496	3	-7	-6	x	0.87	-28	-7	-0.1
70	Cc1[nH]c2ccccc2c1C(=O)CN1CCN(C/C=C/c2ccccc2)CC1	14	1	22	1	-2	0.18	15[20 µM]	-3	-1.1
71	Cc1noc(C)c1CSc1nc2cc(S(=O)(=O)N3CCOCC3)ccc2o1	-3	10	-4	1	1	0.9	-10[20 µM]	0	-1.1
72	O=C1CC(c2ccccc2F)C2=C(COC2=O)N1 (centres undefined)	19	-1	-4	-15	-5	0.6	-9	8	0.4
73	O/N=C\c1cccn1-c1ccc(Br)cc1	8	3	-6	0	2	x	-19[20 µM]	-2	-0.4
74	CCOC(=O)c1sc(NC(=O)CC)c(C#N)c1C	-24	-2	-4	1	3	-0.82	-33	2	0.3
75	CC(C)COC(=O)Cn1cnc2ccc(Br)cc2c1=O	-22	-3	26	-6	x	-0.43	-20	-2	-1.0
76	COc1cc(O)c(C(CCN2CCCC2)c2ccc(N(C)C)cc2)c(OC)c1 (centres undefined)	-2	7	2	-10	2	-0.28	-2	18	x

Quoted at random: 2 records from the list
No.	structure	Calpain2 inh	FXIIa inh 1536	hK5 inh	Thrombin inh	Rad51 HR inh	KCC2 mod	Furin inh	FXIa inh	PERK inh
70	Cc1[nH]c2ccccc2c1C(=O)CN1CCN(C/C=C/c2ccccc2)CC1	14	1	22	1	-2	0.18	15[20 µM]	-3	-1.1
2	COc1ccc(C=O)cc1Cn1ccnc1C	-29	8	1	-8	10	0.0046	-20	-2	1.8

Some of the compounds tested, so the mix of outcomes need not match the whole.
